SR-BI HDL uptake: inhibitors of SR-BI mediated HDL lipid uptake, primary screen, ldlA[mSR-BI] cells, fluorescence, single point; inhibition, % at 12.5 µM; 0.96% of 320,000 active; Scavenger receptor class B member 1 (Mus musculus), Q61009; ldlA[mSR-BI] CHO cells, DiI-HDL uptake fluorescence, 3 h;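 active = mean replicate inhibition of at least 70% and a set share of replicates each scoring 70 or more; inconclusive = meets just one of the two criteria; inactive = fails both criteria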;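 note: 0% = median of neutral control wells and 100% = median of positive control wells; values of inactives mirror those of a sister screen read the other way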
Target sequence (Q61009 whole entry, looked up): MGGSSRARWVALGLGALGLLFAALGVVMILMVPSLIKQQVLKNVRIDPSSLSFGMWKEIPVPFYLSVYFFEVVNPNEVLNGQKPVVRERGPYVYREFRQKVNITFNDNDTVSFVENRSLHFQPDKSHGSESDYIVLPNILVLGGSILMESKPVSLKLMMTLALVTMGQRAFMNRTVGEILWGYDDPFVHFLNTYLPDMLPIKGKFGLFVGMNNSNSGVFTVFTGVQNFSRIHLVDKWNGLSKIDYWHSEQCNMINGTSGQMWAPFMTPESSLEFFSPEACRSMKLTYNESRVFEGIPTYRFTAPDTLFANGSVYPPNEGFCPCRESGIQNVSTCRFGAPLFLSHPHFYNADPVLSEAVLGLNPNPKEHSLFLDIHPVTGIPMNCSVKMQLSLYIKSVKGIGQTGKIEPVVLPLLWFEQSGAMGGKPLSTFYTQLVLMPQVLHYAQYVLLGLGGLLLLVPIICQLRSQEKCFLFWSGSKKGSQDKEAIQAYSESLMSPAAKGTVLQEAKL
PvdQ acylase: P. aeruginosa PvdQ acylase inhibitors, primary screen, biochemical, fluorescence, plate reader and imaging, single point | purified PvdQ acylase | inhibition, % at 10 µM | 0.063% of 340,000 active | AID 488965, 2010; in the data active = inhibition above about 30%, passing the limit was not always enough; inconclusive = no clear call, values can overlap the other calls;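 note: 0% = vehicle neutral wells and 100% = reference inhibitor wells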
HTR5A inv ctr: HTR5A inverse agonists in luminescence cell assay, primary screen, counter-screen for OPRM1-OPRD1 heterodimer inverse agonist project, full-deck HTS | AID 504634, 2011 | HTR5A cell line, inverse agonism | inhibition, % at 9.3 µM | 0.083% of 340,000 active | 5-hydroxytryptamine receptor 5A (Homo sapiens), P47898; in the data active = inhibition mostly above about 23%, no sharp cut-off; inactive = mostly below about 18%;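 note: 0% = cells with DMSO and 100% = no-cell wells with DMSO; some compounds called inactive have numbers as strong as hits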
Wnt bcat act: Wnt/beta-catenin pathway activators, primary screen, cell-based, plate reader, single point. 1.2% of 300,000 active. AID 743398, 2014. Wnt/beta-catenin reporter cell assay, activator. activation, % at 9.35 µM; in the data active = activation above about 30%, passing the limit was not always enough; inconclusive = no clear call, values can overlap the other calls;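 note: 0% = neutral control wells and 100% = positive control wells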
dFosB activator: activators of delta FosB homodimer, primary screen, biochemical, fluorescence polarization, TAMRA-CDK5 oligo, single point; Protein FosB (Mus musculus), P13346; activation, % at 25 µM; AID 493131, 2011; 0.99% of 340,000 active; purified delta FosB; percent of positive-control signal above neutral wells;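 active = mean activation above about 17%, with every replicate also reaching it, limit read from the data, passing the limit was not always enough; inconclusive = only one of the two conditions met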;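 note: fluorescence polarization rise as delta FosB binds a TAMRA Cdk5 AP-1 oligo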
Target sequence (P13346 whole entry, looked up): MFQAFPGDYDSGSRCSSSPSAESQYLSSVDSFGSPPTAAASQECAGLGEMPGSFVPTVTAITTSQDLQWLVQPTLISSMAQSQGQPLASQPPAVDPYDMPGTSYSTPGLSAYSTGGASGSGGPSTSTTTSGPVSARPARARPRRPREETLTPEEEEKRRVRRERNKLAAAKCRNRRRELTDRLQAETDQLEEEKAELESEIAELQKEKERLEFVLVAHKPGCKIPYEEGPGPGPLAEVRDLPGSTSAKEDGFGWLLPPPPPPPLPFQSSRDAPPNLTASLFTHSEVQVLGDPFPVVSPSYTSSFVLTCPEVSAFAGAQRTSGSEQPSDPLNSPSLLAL
HTR5A ag: HTR5A agonists in luminescence cell assay, primary screen, counter-screen for OPRM1-OPRD1 heterodimer agonist project, full-deck HTS; 5-hydroxytryptamine receptor 5A (Homo sapiens), P47898; cell-based; activation, % at 9.3 µM; 0.61% of 340,000 active; in the data active = activation mostly above about 9.5%, no sharp cut-off; inactive = mostly below about 7.6%;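 note: 0% = cells with vehicle only and 100% = reference agonist; strong numbers were not always called active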
V-ATPase pHluor: regulators of yeast V-ATPase proton pumping, primary screen, pHLuorin cytosolic pH fluorescence. response, % at 10 µM. S. cerevisiae. 0.37% of 350,000 active. AID 504577, 2011; in the data active = response mostly above about 7.3%, no sharp cut-off; inactive = mostly below about 5.4%; note: actives read high; inactives centre near 0; some compounds called inactive have numbers as strong as hits; reference of the scale not given here
CDK5 inh: inhibitors of human CDK5/p35 kinase, primary screen, biochemical, single concentration; Cyclin-dependent kinase 5 (Homo sapiens) + Cyclin-dependent kinase 5 activator 1 (Homo …; Recombinant CDK5/p35, ADP-Glo luminescence, 60 min; inhibition, % at 10 µM; 0.01% of 330,000 active; AID 488839, 2010;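 active = highest replicate inhibition of at least 50% and at least 75% of replicates reaching 50%; inconclusive = only one of the two criteria met; inactive = both criteria failed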;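 note: plate controls were DMSO neutral control for no effect and GW8510 at 10 µM for full effect; many of its hits are not listed in these tables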
MITF act: activators of MITF-driven TRPM1 promoter reporter, primary screen, cell-based, SK-MEL-5, luciferase, single point. activation, % at 12.5 µM. SK-MEL-5 TRPM1-promoter luciferase, 24 h; % of positive control, neutral wells = 0. AID 588334, 2011. 0.75% of 300,000 active;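 active = mean activation of at least 80% with every replicate also reaching 80%; inconclusive = mean reaches 80% but some replicate falls short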;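 note: 0% = neutral control wells and 100% = parthenolide positive control wells; values of inactives mirror those of a sister screen read the other way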
NSD2 inh: NSD2 histone methyltransferase inhibitors, primary screen, biochemical, AlphaScreen, single concentration, set 2; Histone-lysine N-methyltransferase NSD2 (Homo sapiens), O96028; NSD2 peptide methylation, 120 min; inhibition, % at 12.5 µM; 0.54% of 310,000 active; in the data active = inhibition above about 50%
An asterisk follows results filed as active; ? = inconclusive; . = no result given. This is a random part of the collection; any-hit rate near 5%.

SMILES	SR-BI HDL uptake	PvdQ acylase	HTR5A inv ctr	Wnt bcat act	dFosB activator	HTR5A ag	V-ATPase pHluor	CDK5 inh	MITF act	NSD2 inh
CCOC(=O)c1cc(-c2ccco2)nc2c1c(C)nn2-c1cccc(Cl)c1	.	-17	-18	-2	-8	6	-6	-0.5	.	1
CC(C(=O)NCCS(=O)(=O)c1ccc(Br)cc1)S(=O)(=O)c1ccc(Cl)cc1 (centres undefined)	-29	0	23	-1	2	-6	2	-0.1	-11	0
COc1ccc2ccn(C)c2c1	-1	1	12	-1	-4	4	1	-1.9	-4	.
COc1ccc(-n2ncc3c2CC(C)(C)CC3NC(=O)c2ccc(OC)o2)cc1 (centres undefined)	46	-8	-10	1	-6	1	1	-0.6	-11	4
CN1CCCN(C(=O)C2CCC(C(=O)N3CCCN(C)CC3)CC2)CC1 (centres undefined)	1	-8	6	-1	-8	-2	-2	-4.1	0	-2
O=C1c2cccnc2Oc2ccc(Cl)cc2N1Cc1ccc(F)cc1	6	-15	8	-2	-16	-3	-2	1.9	-4	-3
CCC1CCC2(CC1)NC(=O)N(CC(=O)Nc1cccc(S(=O)(=O)N(C)c3ccccc3)c1)C2=O (centres undefined)	2	-11	17	-3	-19	-7	3	-4.9	3	0
CNc1ncc(C(=O)c2ccc(Cl)c(Cl)c2)s1	-2	-12	-28	.	-4	3	3	0.8	.	-6
Cc1nn(-c2ccc(F)cc2)c(C)c1NS(=O)(=O)c1ccc2ccccc2c1	13	-2	8	.	-12	9	0	-2.1	-2	1
Cc1cc(/C=N/NC(=O)C(O)(c2ccccc2)c2ccccc2)c(C)n1-c1cccc(C(=O)O)c1	13	-4	-9	2	-13	-2	-1	-2.4	-5	.
COc1cc(C(=O)OCC(=O)c2cc(C)n(C)c2C)cc(OC)c1OC	63	-1	10	-1	-4	1	-1	0.3	.	-2
O=C(CN1C(=O)C2CCCCC2C1=O)Nc1nc(-c2ccc(F)cc2)cs1 (centres undefined)	43	-25	6	-2	14	-2	-10	-7.0	3	1
CSCCC(NC(=O)C1CCC(C)CC1)C(=O)NCc1ccco1 (centres undefined)	-3	5	3	.	1	3	10	5.0	8	1
CC(OC(=O)c1ccncc1)C(=O)NC1CCCC1 (centres undefined)	.	-9	-4	-2	3	14	-1	0.5	7	-1
CCCOc1ccc(Cn2cnc3ccccc32)cc1	-10	4	9	-6	-14	-4	-4	1.8	-3	1
Clc1ccc(-c2nc(-c3ccncc3)no2)c(Cl)c1	2	-10	-22	60*	3	1	5	-2.4	.	-4
NC(=O)C1(N2CCCCC2)CCN(CC(=O)Nc2ccccc2-c2ccccc2)CC1	-27	-4	12	-3	-6	-2	1	3.3	-7	0
CCOC(=O)/C=C1/SCC(=O)N1CC(=O)NC12CC3CC(CC(C3)C1)C2	3	-3	-41	-7	-5	10*	6	-3.9	2	1
O=C(COC(=O)C1CCC1)NC(=O)c1ccccc1	-12	3	-2	4	2	1	-1	1.9	-7	0
COc1ccc(CCNC(=O)c2ccccc2SC)cc1	-31	0	13	13	4	-4	1	0.1	8	-1
CCn1cc(/C=C(\NC(=O)c2ccc(OC)c(OC)c2)C(=O)NCCN2CCOCC2)c2ccccc21	-5	3	-14	-1	-4	-2	-1	.	-1	-2
Cc1nc2ccccc2nc1CSc1nncs1	-4	-4	-10	-5	-2	0	2	-0.4	3	-2
COc1ccc(C(CCNCc2ccc(OC)c(OC)c2)c2ccc(F)cc2)cc1 (centres undefined)	.	-22	-10	24	5	1	1	-11	.	-2
COc1ccc(OC)c(-c2csc(NC(=O)C3c4ccccc4Oc4ccccc43)n2)c1	59	9	-19	-7	-5	2	-2	0.0	7	-1
O=C(CSc1nc(-c2ccccc2)c(-c2ccccc2)[nH]1)Nc1nccs1	9	3	-7	1	-2	5	-4	-1.8	-4	2
SMILES	SR-BI HDL uptake	PvdQ acylase	HTR5A inv ctr	Wnt bcat act	dFosB activator	HTR5A ag	V-ATPase pHluor	CDK5 inh	MITF act	NSD2 inh
COCCCn1c(=O)c2ccccc2n(CC(=O)NCCC2=CCCCC2)c1=O	21	-11	-11	-2	-9	5	2	0.2	2	4
c1ccc(CNc2nc(-c3cccs3)nc3ccccc23)nc1	4	6	-23	-3	-22	8	4	7.4	-4	-2
COc1cccc(CNC(C)(C)CO)c1OCc1ccc(Cl)cc1	-11	-7	8	0	-7	2	1	-1.1	8	-7
COc1cc(OC)cc(-c2nnc(SCC(=O)N3CCOCC3)o2)c1	.	-3	2	-1	-13	-1	0	-0.8	1	-5
NS(=O)(=O)c1ccc(NC(=O)CCC2CCCCC2)cc1	-6	7	-1	.	-4	-1	-2	-0.1	6	0
CC(C)(C)[C@@H]1C=C(C(N)=O)O[C@H](OCc2ccc(CO)cc2)C1	8	-10	-8	-3	-2	3	6	0.3	-8	.
O=c1[nH]c2cc3c(cc2cc1C(c1nnnn1Cc1ccccc1)N1CCN2CCCC2C1)OCCO3 (centres undefined)	-1	-16	8	0	22*	2	0	1.9	-7	.
C=CCOC(=O)C1C(=O)CC(C)(O)C(C(=O)OCC=C)C1c1ccc(OC)cc1 (centres undefined)	-5	-21	5	.	-2	-2	1	-0.2	-7	-2
Cc1ccccc1-n1c(SCC(=O)N2CCOCC2)nc(O)c(Cc2ccccc2)c1=O	-6	8	-9	-1	-8	-3	-2	.	7	0
O=Cc1c(OCc2ccccc2)ccc2ccccc12	35	-6	-11	-8	-3	4	0	0.5	64	-5
CCOC(=O)c1c(C)[nH]sc1=S	-15	-4	15	.	-2	-4	0	0.6	3	-1
CCN(CC(=O)Nc1ccc2c(c1)OCCO2)C(=O)/C=C/c1cccc(C(F)(F)F)c1	-9	-13	5	3	-8	-1	3	0.9	5	1
O=C(Nc1cccc(NC(=O)c2ccco2)c1)c1cccc(Br)c1	.	-7	-22	-3	-16	8	4	-1.3	12	.
COc1cccc(CNC(=O)CCn2c(=O)oc3ccccc32)c1	-15	-1	0	.	4	1	-1	1.0	5	-1
COc1cc(/C=C(\C#N)C(=O)Nc2ccccc2)ccc1OCCN1CCOCC1	55	3	6	1	-18	2	-3	0.3	14	2
CC(NC(=O)C1CC1)C(c1cccs1)N1CCN(c2ccccc2)CC1 (centres undefined)	-34	-7	-29	2	-5	0	0	0.3	-10	.
CCCCNC(=O)CSc1nc2ccccc2n1S(=O)(=O)c1ccc(Br)cc1	-17	11	17	7	5	3	-3	0.8	18	-1
CCOC(=O)[C@@H]1[C@H]2COc3cc(OC)ccc3[C@H]2N2C(=O)N(c3cccc(Cl)c3)C(=O)[C@]12C	-2	1	-7	.	-15	7	0	0.2	5	.
C=CC(COCc1ccccc1)N(C(=O)OC(C)(C)C)S(=O)(=O)c1ccccc1Br (centres undefined)	-4	-24	-6	2	-5	2	-2	-2.1	-1	.
CCc1noc(C)c1C(=O)N1CCCC1	20	13	6	1	6	1	4	0.0	-4	-1
COc1ccc(-c2nnc3sc(-c4cccs4)nn23)cc1OC	51	2	3	.	-48	4	1	-0.9	43	-5
Cc1[nH]c2ccccc2c1C(=O)C(=O)NCCCn1ccnc1	-20	-1	-2	2	-1	-1	0	0.5	-16	-4
COc1ccc(N2C(=O)CS(=O)C(c3ccccc3)C2=O)cc1 (centres undefined)	-41	-13	-3	?	-2	1	0	0.6	50	1
CC(=O)c1ccc(C(=O)N2CCC(CO)(Cc3cccc(C(F)(F)F)c3)CC2)cc1	63	-15	-20	-1	-12	-1	0	-2.1	-17	0
CCCCOC(=O)CCn1[nH]c(=O)c2ccccc2c1=O	-7	6	0	.	0	0	0	-3.9	5	-5
SMILES	SR-BI HDL uptake	PvdQ acylase	HTR5A inv ctr	Wnt bcat act	dFosB activator	HTR5A ag	V-ATPase pHluor	CDK5 inh	MITF act	NSD2 inh
O=C(COC(=O)COc1ccc(Cl)cc1)NC1CCCC1	-24	3	1	0	-3	0	3	-0.1	-2	-1
Cc1ccc(-n2c(Cc3cccc4ccccc34)n[nH]c2=S)c(C)c1	-8	4	12	0	-17	2	-1	1.8	-3	3
O=C(/C=C/c1cc(Br)ccc1F)OCC(=O)N1CCCC1	9	-7	13	0	-5	-4	-1	1.0	-10	0
CCOC(=O)c1c(C#N)cnn1-c1ccc(C)cc1	-7	1	9	.	-5	-4	-2	0.1	8	-2
Cc1ccccc1OCCCC(=O)Nc1ccc2c(c1)OCO2	-9	-12	-7	1	-8	10	-2	1.6	16	1
CCOc1ccc(CN2CCC(C(=O)N3CCN(c4ccccc4F)CC3)CC2)cc1OC	4	-11	4	.	-9	2	5	1.0	.	1
Cc1ccc(C(=O)CCC(=O)NN2C(=O)NC3(CCCCC3)C2=O)cc1	-21	-9	-1	-2	-5	-1	-2	-2.5	4	0
COc1ccccc1C1CC(c2cccc(NS(C)(=O)=O)c2)=NN1S(=O)(=O)c1ccccc1 (centres undefined)	-13	7	-5	-1	5	1	-8	-0.8	.	-2
CCOc1cc(CNCC(O)c2ccccc2)cc(Cl)c1OC (centres undefined)	5	-6	5	.	-5	-2	-4	-1.1	-5	0
COc1ccc(-c2cnc(N)nc2-c2ccc(OC)cc2)cc1	25	-10	0	0	-7	0	0	1.3	12	-2
Cc1cc(C)cc(NC(=O)NNC(=O)c2cc3occc3[nH]2)c1	-10	-1	10	0	-11	1	-1	-0.1	-11	-1
COc1ccc(CCNC(=O)c2nnc(Cc3c(F)cccc3Cl)o2)cc1OC	2	-8	-2	-5	-5	3	1	-0.3	.	0
Nc1nc(SCC(=O)N2CCN(c3ccc(F)cc3)CC2)n[nH]1	-7	-20	-22	3	-2	-3	1	0.0	5	0
O=C(c1cc2ccccc2oc1=O)N(c1ccc(Cl)cc1)C1C=CS(=O)(=O)C1 (centres undefined)	-20	-8	20	.	1	1	2	0.6	-14	0
COc1ccc(OCC(O)CNC(=O)c2ccc(C)cc2)cc1 (centres undefined)	-19	-17	13	-3	-4	0	-2	0.4	.	2
CCCCC1CCC(C(=O)N2CCOCC2)CC1 (centres undefined)	-5	-5	5	.	2	-3	2	1.7	2	-5
Cc1cccc(NC(=S)N2CCN(Cc3ccccc3)CC2)c1C	10	-13	-4	0	-3	1	16*	1.2	31	0
COCCNC(=O)c1ccccc1NC(=O)c1ccc(OC)c(OC)c1	25	-4	-13	.	-19	-5	11*	6.4	.	-2

Source: PubChem BioAssay
